High-throughput results: PubChem BioAssay, Southern Research Specialized Biocontainment Screening Center
influenza NS1A – H1N1 influenza NS1A inhibitors, functional cell based assay (AID 504329); NS1A functional cell-based assay, percent inhibition; higher % means a stronger effect; inhibition, % at 12.5 µM; hits with a dose series show IC50 in µM; 340,000 compounds, 0.3% hits; in the data active means a potency from the dose series; inconclusive means inhibition above about 27% without an active follow-up result; further: strong numbers were not always called active
PhoP GFP inhibition – PhoP regulon inhibitors, Salmonella typhi PhoP promoter GFP reporter, confirmatory (AID 1850); Salmonella Typhi PhoP-promoter GFP reporter, fluorescence, 4 h; higher % means a stronger effect; inhibition, % at 50 µM; hits with a dose series show IC50 in µM; 310,000 compounds, 0.33% hits; in the data active means a potency from the dose series; inconclusive means inhibition mostly from about 25% at the one dose, without a potency; inactive means the rest, 99 in 100 with inhibition below about 19%;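 further: 0% = induced wells with vehicle and 100% = uninduced wells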
M. tuberculosis – growth inhibition of non-replicating M. tuberculosis (AID 488890) | Mycobacterium tuberculosis non-replicating, growth inhibition; higher % means a stronger effect | inhibition, % at 25 µM, or IC50 in µM where a hit was titrated | 320,000 compounds, 0.39% hits; in the data active means a potency from the dose series; inconclusive means inhibition mostly from about 82% at the one dose, without a potency; inactive means the rest, 99 in 100 with inhibition below about 76%;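 further: plate controls were DMSO cells for no effect and high antibiotic wells for full effect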
H37Rv inhibition – M. tuberculosis growth inhibition, HTS (AID 449762). M. tuberculosis H37Rv growth inhibition, 7H9 media; higher % means a stronger effect. inhibition, % at 25 µM; hits with a dose series show IC50 in µM. 330,000 compounds, 0.59% hits; in the data active means a potency from the dose series; inconclusive means inhibition above about 70% without an active follow-up result;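 further: bacterial growth assessed after seven days of incubation; strong numbers were not always called active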
inhibitors of VEEV – inhibitors of VEEV TC-83 cytopathic effect, confirmation, Vero cells (AID 588727) | Vero cells, VEEV TC-83 cytopathic effect inhibition; higher % means a stronger effect | inhibition, % at 20 µM; hits with a dose series show IC50 in µM | 350,000 compounds, 0.13% hits; in the data active means a potency from the dose series; inconclusive means inhibition mostly from about 14% at the one dose, without a potency; inactive means the rest, 99 in 100 with inhibition below about 12%; further: strong numbers were not always called active
An asterisk follows results filed as active; i = inactive; ? = inconclusive; / = not tested or not shown.

entry	mol	influenza NS1A	PhoP GFP inhibition	M. tuberculosis
1	COC(=O)c1ccccc1NC(=O)c1cc(-c2ccc(C)cc2)on1	-21%	-6%	-2%
2	Cc1cc(C)c2c(=O)c(/C=C3\NC(=S)NC3=O)coc2c1	/	10%	-16%
3	CCC(=O)c1ccc(OCC(=O)OCC(=O)NC2CCCC2)cc1	1%	-8%	7%
4	S=c1[nH]nc(-c2ccco2)n1/N=C/C=C/c1ccco1	-2%	-4%	-24%
5	O=C(NCCCO)/C(=C\c1ccco1)NC(=O)c1ccc(Br)o1	-3%	-4%	4%
6	Cc1ccc(S(=O)(=O)NC2CC3CCC2C3)cc1 (stereo not drawn)	/	6%	-6%
7	CN(C)c1ccc(NC(=O)CN2CCN(c3ccc(F)cc3)CC2)cc1	6%	0%	27%
8	CCc1ccc(N(C(=O)CCC(=O)Nc2cc(C)on2)C(C(=O)NC2CCCC2)c2ccco2)cc1 (stereo not drawn)	4%	-5%	11%
9	O=C(Cn1c(=O)n(-c2ccc(F)cc2)c(=O)c2sccc21)NC1CCCCC1	4%	6%	-2%
10	COc1ccccc1NS(=O)(=O)c1ccc(NC(=O)c2ccncc2)cc1	-1%	1%	6%
11	O=C1NC(=O)C(=Cc2ccc(OCC(=O)N3CCOCC3)cc2)C(=O)N1	2%	-5%	-15%
12	COc1ccc(S(=O)(=O)NC(C)C(=O)NCc2ccccn2)cc1OC (stereo not drawn)	1%	6%	-2%

entry	H37Rv inhibition	inhibitors of VEEV
1	-7%	4.3%
2	10%	/
3	-1%	1.4%
4	1%	7.7%
5	0%	0.3%
6	-12%	i
7	-8%	0.6%
8	-8%	0.2%
9	6%	0.6%
10	-2%	i
11	-1%	i
12	0%	1.7%

New compounds follow
entry	mol	influenza NS1A	PhoP GFP inhibition	M. tuberculosis
13	Cc1ccc(C(=O)NCC(C)NC(=O)c2ccc(C)c(C)c2)cc1C (stereo not drawn)	-19%	11%	19%
14	CCN1CCN(C(=O)C2CCC(CNS(=O)(=O)c3ccccc3)CC2)CC1 (stereo not drawn)	-3%	2%	-6%
15	Cc1cccc(/C=N/n2c(-c3ccco3)n[nH]c2=S)c1	-24%	3%	-11%
16	O=C(COC(=O)/C=C/c1ccccc1)NCc1cccs1	-16%	/	18%
17	COc1cccc(NC(=O)CN(C)CC(=O)Nc2ccc(C)c(S(=O)(=O)N3CCOCC3)c2)c1	-2%	/	/
18	Cc1cccc(N2C(=O)/C(=C/c3cccnc3)SC2=S)c1	11%	-5%	17%
19	Cc1ccc(/C=C/C(=O)O)cc1S(=O)(=O)NCC1CCCO1 (stereo not drawn)	-8%	5%	0%
20	Cc1cc(C)c(NC(=O)CNC(=O)c2ccccc2SCC(=O)N2CCCC2)c(C)c1	-7%	/	-17%
21	COc1cccc(N2CC(NS(=O)(=O)c3ccc(Cl)cc3)CC2=O)c1 (stereo not drawn)	-13%	0%	-2%
22	COc1ccc(C2CC(C(F)(F)F)n3nc(C(=O)NCc4cn(C)nc4C)c(Cl)c3N2)cc1 (stereo not drawn)	-9%	-3%	22%
23	CC(C)C(=O)Nc1ccc(N2CCN(C(=O)c3cccs3)CC2)cc1	10%	-2%	0%
24	C=CCNC(=O)N1CCc2[nH]c3ccc(F)cc3c2C1	2%	5%	9%

entry	H37Rv inhibition	inhibitors of VEEV
13	2%	5.0%
14	-11%	0.2%
15	7%	1.4%
16	-14%	4.5%
17	/	9.2%
18	1%	i
19	0%	1.6%
20	10%	3.1%
21	-1%	2.9%
22	7%	i
23	-15%	3.4%
24	-1%	0.3%

More structures follow:
entry	mol	influenza NS1A	PhoP GFP inhibition	M. tuberculosis
25	CCOC(=O)C1CCCN(C(=O)CSCc2ccccc2)C1 (stereo not drawn)	4%	-1%	3%
26	Cc1cc(Nc2cccc(Cl)c2)nc(-c2ccccc2O)n1	-4%	-8%	-2%
27	Cc1nc2ccc(Br)cn2c1C(=O)N/N=C\c1ccccc1Cl	-1%	-1%	-14%
28	CC1(C)CC2CC(C)(CN2C(=O)CN2C(=O)c3ccccc3C2=O)C1 (stereo not drawn)	-2%	0%	8%
29	Cc1cc(NCc2ccccn2)n2ncc(-c3ccc(Cl)cc3)c2n1	/	12%	?
30	COc1ccc(N(CCC#N)C(=O)/C(C#N)=C/c2cccs2)cc1	8%	-5%	-3%
31	CCOC(=O)c1[nH]c(C)c(C(=O)N2CCN(C(=O)OCC)CC2)c1CC	-10%	10%	-12%
32	Cc1ccc(N2C(=O)N(CC(=O)NC(c3ccccc3)c3ccccc3)C(=O)C2C)cc1 (stereo not drawn)	4%	-2%	17%
33	COc1cccc(COC(=O)CCNC(=O)c2ccc(Cl)cc2)c1OC	-3%	6%	i
34	CCCN1CCC(=NNc2ccc(S(=O)(=O)N3CCOCC3)cc2[N+](=O)[O-])CC1	9%	-1%	7%
35	O=C(COC(=O)c1ccccc1Nc1cccc(C(F)(F)F)c1)NCc1ccco1	-7%	-4%	3%
36	COc1ccccc1C(=O)Nc1ccon1	5%	1%	3%

entry	H37Rv inhibition	inhibitors of VEEV
25	7%	i
26	8%	0.3%
27	-4%	i
28	-4%	2.5%
29	?	5.7%
30	-6%	0.7%
31	-4%	i
32	3%	4.7%
33	?	0.4%
34	4%	i
35	-7%	0.9%
36	4%	2.5%

Later entries.
entry	mol	influenza NS1A	PhoP GFP inhibition	M. tuberculosis
37	COc1ccc(N2CCN(C(=O)CCn3nnc4ccccc43)CC2)cc1	-1%	0%	11%
38	O=C(CC(c1ccccc1)c1cc(Cl)ccc1O)N1CCOCC1 (stereo not drawn)	-2%	-3%	74%
39	O=C(Nc1ncc2c(n1)-c1ccccc1CC2)c1cccs1	3%	1%	65%
40	O=C1c2ccccc2NC(c2ccccc2O)N1c1ccc(F)cc1 (stereo not drawn)	-17%	-11%	-4%
41	CCc1ccc(/C=N/n2c(C3CCCCC3)n[nH]c2=S)cc1	-19%	-9%	-2%
42	O=C1OCC/C1=C\c1ccc2c(c1)OCO2	-4%	6%	7%
43	O=C(N/C(=C\c1cccnc1)C(=O)N1CCC(O)CC1)c1ccccc1	-2%	-6%	0%
44	CCOC(=O)c1ccc2c(c1)[nH]c(=S)n2CC	-3%	-5%	-7%
45	C=CCn1c(NCc2ccccc2OC)nc2ccccc21	1%	-3%	31%
46	COc1ccc(OCCNC(=O)c2ccccc2Cl)cc1	-7%	-7%	-4%
47	O=C1Nc2ccccc2/C1=C/c1ccc([N+](=O)[O-])cc1	8%	-1%	20%
48	COc1ccc(OC)c(/C=C(\C)C(=O)c2c(C)cc(C)[nH]c2=O)c1	-18%	-18%	1%

entry	H37Rv inhibition	inhibitors of VEEV
37	-8%	i
38	1%	5.5%
39	61%	11%
40	7%	2.5%
41	11%	1.3%
42	4%	0.9%
43	2%	0.9%
44	-5%	2.0%
45	-2%	i
46	16%	0.1%
47	8%	?
48	4%	0.0%

Continued.
entry	mol	influenza NS1A	PhoP GFP inhibition	M. tuberculosis
49	NC(=O)CC(NC(=O)c1ccccc1)c1ccc(N2CCN(c3ccccn3)CC2)c([N+](=O)[O-])c1 (stereo not drawn)	2%	10%	17%
50	CCC1SC2=NC(C)=C(C(=O)OCCOC)C(c3ccc(C(=O)OC)cc3)N2C1=O (stereo not drawn)	8%	3%	3%
51	CC1(C)SC(C)(C)N(C=O)C1C(=O)O (stereo not drawn)	1%	/	/
52	CCOC(=O)C(C)(C)N(Cc1cccc(C)c1)S(=O)(=O)c1cccc([N+](=O)[O-])c1	0%	2%	15%
53	CCc1ccc(N=C2NC(=O)/C(=C/c3cc(OC)c(O)c(OC)c3)S2)cc1	-8%	-5%	-19%
54	Cc1c(C(=O)O)c(C(=O)O)nc2ccc(N3CCOCC3)cc12	/	6%	-11%
55	CC(C)C[C@H](NC(=O)N1CC(=O)Nc2ccccc21)C(=O)N[C@@H](Cc1c[nH]c2ccccc12)C(=O)O	4%	8%	-14%
56	CC(=O)c1ccc(OCC(C)C)c(CN2CCCCC2)c1	3%	13%	-10%
57	CC(=O)Nc1ccc(C(=O)Nc2ccc(S(=O)(=O)NCC3CCCO3)cc2)cc1 (stereo not drawn)	-3%	20%	1%
58	COC(=O)c1cc(CNC(=O)C(C)NS(=O)(=O)c2ccc(C)c(C)c2)ccc1OC (stereo not drawn)	-5%	0%	12%
59	O=S(=O)(CCN1CCN(c2ccccc2O)CC1)c1cc(Cl)ccc1Cl	-14%	/	/
60	CCCC/C(C)=C/[C@@H](NP(=O)(c1ccccc1)c1ccccc1)c1ccccc1	4%	8%	46%

entry	H37Rv inhibition	inhibitors of VEEV
49	-4%	0.6%
50	-1%	i
51	/	1.4%
52	11%	0.8%
53	33µM*	11%
54	4%	/
55	5%	0.2%
56	-1%	i
57	-3%	1.7%
58	12%	i
59	/	6.5%
60	53%	8.1%

(list continues)
entry	mol	influenza NS1A	PhoP GFP inhibition	M. tuberculosis
61	CCOc1ccccc1/C=N/n1nnnc1N	-13%	-6%	3%
62	COc1ccc(/C=C/c2onc(C)c2S(=O)(=O)N2CCC(C(=O)N3CCC(C)CC3)CC2)cc1	1%	-9%	29%
63	CC(C)C(CCN1C(=O)c2ccccc2C1=O)c1ccco1 (stereo not drawn)	-3%	-3%	71%
64	CC[C@@]1(C(=O)OC)N[C@H](CN(C)C(=O)c2ccc(F)cc2)[C@@H]2C(=O)N(C)C(=O)[C@@H]21	-13%	/	-6%
65	Cc1ccc(C)c(Cn2c(C)nc3c(sc(=S)n3-c3ccccc3)c2=O)c1	4%	13%	-7%
66	O=[N+]([O-])c1ccccc1S(=O)(=O)N1CCN(CC2CC=CCC2)CC1 (stereo not drawn)	-6%	3%	-4%
67	COC(=O)c1cccc(NC(=O)Cc2coc3cc(OC)ccc23)c1	-9%	3%	18%
68	COc1ccccc1NCC(O)Cn1c2ccccc2c2ccccc21 (stereo not drawn)	-1%	-1%	14%
69	CNS(=O)(=O)c1ccc(C)c(S(=O)(=O)NC)c1	4%	-5%	1%
70	Cc1n[nH]c(C)c1S(=O)(=O)N(C)Cc1ccco1	-16%	/	-5%

entry	H37Rv inhibition	inhibitors of VEEV
61	-29%	1.9%
62	13%	2.3%
63	-15%	i
64	3%	i
65	2%	i
66	-2%	1.4%
67	13%	0.3%
68	-1%	i
69	-1%	1.2%
70	-7%	1.7%

Arranged by formula weight (smallest number first): part of the list above.
entry	mol	influenza NS1A	PhoP GFP inhibition	M. tuberculosis
51	CC1(C)SC(C)(C)N(C=O)C1C(=O)O (stereo not drawn)	1%	/	/
47	O=C1Nc2ccccc2/C1=C/c1ccc([N+](=O)[O-])cc1	8%	-1%	20%
25	CCOC(=O)C1CCCN(C(=O)CSCc2ccccc2)C1 (stereo not drawn)	4%	-1%	3%
1	COC(=O)c1ccccc1NC(=O)c1cc(-c2ccc(C)cc2)on1	-21%	-6%	-2%
38	O=C(CC(c1ccccc1)c1cc(Cl)ccc1O)N1CCOCC1 (stereo not drawn)	-2%	-3%	74%
5	O=C(NCCCO)/C(=C\c1ccco1)NC(=O)c1ccc(Br)o1	-3%	-4%	4%
9	O=C(Cn1c(=O)n(-c2ccc(F)cc2)c(=O)c2sccc21)NC1CCCCC1	4%	6%	-2%
60	CCCC/C(C)=C/[C@@H](NP(=O)(c1ccccc1)c1ccccc1)c1ccccc1	4%	8%	46%
20	Cc1cc(C)c(NC(=O)CNC(=O)c2ccccc2SCC(=O)N2CCCC2)c(C)c1	-7%	/	-17%
62	COc1ccc(/C=C/c2onc(C)c2S(=O)(=O)N2CCC(C(=O)N3CCC(C)CC3)CC2)cc1	1%	-9%	29%
17	COc1cccc(NC(=O)CN(C)CC(=O)Nc2ccc(C)c(S(=O)(=O)N3CCOCC3)c2)c1	-2%	/	/

entry	H37Rv inhibition	inhibitors of VEEV
51	/	1.4%
47	8%	?
25	7%	i
1	-7%	4.3%
38	1%	5.5%
5	0%	0.3%
9	6%	0.6%
60	53%	8.1%
20	10%	3.1%
62	13%	2.3%
17	/	9.2%

Hits appear at their usual frequency. About 1.6% of those tested had a hit in this group.
